# GalR3 antagonist: GalR3 antagonists in HEK293 cells, primary screen, cell-based, fluorescence readout; HEK293 GalR3-CNG cAMP membrane potential fluorescence; galR3 body fused to GalR1 C-terminus; inhibition, % at 3 µM; actives 0.44% (n = 360,000); AID 651719, 2012;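 active = inhibition above the screen-wide average plus 3 SD, cut at about 13% in these data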;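 also: forskolin and galanin both at EC90 stimulate the cells; cAMP rise reported by CNG channel membrane potential dye signal; 0% = forskolin plus galanin with DMSO and 100% = forskolin alone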
# Target sequence (O60755 1-299 limits assumed): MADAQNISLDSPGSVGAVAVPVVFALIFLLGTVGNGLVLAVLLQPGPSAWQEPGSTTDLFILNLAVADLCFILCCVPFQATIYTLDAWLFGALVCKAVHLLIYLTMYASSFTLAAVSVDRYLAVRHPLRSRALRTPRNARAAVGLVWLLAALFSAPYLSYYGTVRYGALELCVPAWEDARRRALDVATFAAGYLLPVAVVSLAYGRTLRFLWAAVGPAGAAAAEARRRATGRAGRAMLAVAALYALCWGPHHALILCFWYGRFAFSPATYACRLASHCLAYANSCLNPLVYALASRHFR
# MEKK2 WT-MEK5: modulators of MEK5 binding to wildtype MEKK2, primary screen, biochemical, multiplex bead flow cytometry, Alexa488-MEK5; Mitogen-activated protein kinase kinase kinase 2 (Homo sapiens), Q9Y2U5; Alexa488-MEK5 binding to MEKK2 WT; actives lie on both sides; binding response (% of control), % at 10 µM; actives 1.1% (n = 290,000); AID 1531, 2009; in the data active = binding response below about 67% or above about 130%
# CRFR2-BP ag: agonists of CRF-BP/CRF-R2 complex, primary screen, cell-based, HEK293, calcium dye fluorescence, uHTS. AID 588473, 2011. calcium dye fluorescence (FLIPR); percent of saturating CRF peptide response. activation, % at 13.2 µM. actives 0.46% (n = 350,000). CRF-binding protein / CRF receptor 2 complex (human);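 active = activation of at least 50%, plus an integration ratio under a set limit after plate pattern correction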;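 also: plate controls were neutral control wells without compound for no effect and CRF at EC100 for full effect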
# CRFR2-BP antag: antagonists of CRF-BP/CRF-R2 complex, primary screen, cell-based, HEK293, calcium dye fluorescence, uHTS. CRF-induced calcium fluorescence. inhibition, % at 11.8 µM. actives 0.59% (n = 350,000). AID 588475, 2011;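 active = inhibition of the ligand-induced calcium signal above about 50% at the single tested concentration, limit read from the data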
# NS3 helicase inh: inhibitors of HCV NS3 helicase, primary screen, biochemical, Cy5 molecular beacon fluorescence; NS3 helicase DNA unwinding; AID 1800, 2009; inhibition, % at 10.9 µM; Hepatitis C virus NS3 helicase; actives 0.56% (n = 290,000);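 active = inhibition above the mean of all tested compounds plus 3 SD, set per campaign, cut at about 35% in these data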;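 also: 0% = DMSO wells and 100% = thioflavine S control wells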
#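 Measured by: Cy5 fluorescence, 0 and 60 min reads / Assay system: NS3 helicase fragment of HCV / Control set: low DMSO, high thioflavine S at 110 µM / Times: 1 h reaction at 25 °C, ATP-initiated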
# MEKK2 mut-MEK5: MEK5 binding signal on mutant MEKK2 PB1, primary screen, biochemical, multiplex bead flow cytometry, Alexa488-MEK5; percent response, % at 10 µM; actives 0.35% (n = 290,000); Alexa488-MEK5 binding to MEKK2 mutant; in the data active = percent response above about 24%, passing the limit was not always enough; also: inactives centre near 1; some results filed as inactive read as strong as hits
# DNA FID counter: compounds displacing fluorescent DNA intercalator, primary screen, artefact control for HCV NS3 helicase inhibitor project, biochemical, FID fluorescence | DNA fluorescent intercalator displacement | inhibition, % at 7.9 µM | actives 0.17% (n = 290,000); in the data active = inhibition above about 37%;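 also: 0% = vehicle and 100% = reference compound; higher means more ethidium bromide displaced from hairpin DNA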
# MEKK3 PB1 HTS: modulators of MEKK3-MEK5 PB1 binding, primary screen, biochemical, wildtype MEKK3, multiplex bead flow cytometry, Alexa488-MEK5; Mitogen-activated protein kinase kinase kinase 3 (Homo sapiens), Q99759; bead-based flow cytometry, Alexa488-MEK5 binding to MEKK3; actives lie on both sides; 0 = blocked by unlabeled MEK5, 100 = vehicle; binding response (% of control), % at 10 µM; actives 1.4% (n = 290,000); AID 1529, 2009;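 active = binding response more than 3 SD above or below the average of its plate-row segment, actives on both sides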;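 also: Alexa488 bead fluorescence after subtracting the streptavidin-only scavenger bead signal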
# Target sequence (Q99759 whole entry, looked up): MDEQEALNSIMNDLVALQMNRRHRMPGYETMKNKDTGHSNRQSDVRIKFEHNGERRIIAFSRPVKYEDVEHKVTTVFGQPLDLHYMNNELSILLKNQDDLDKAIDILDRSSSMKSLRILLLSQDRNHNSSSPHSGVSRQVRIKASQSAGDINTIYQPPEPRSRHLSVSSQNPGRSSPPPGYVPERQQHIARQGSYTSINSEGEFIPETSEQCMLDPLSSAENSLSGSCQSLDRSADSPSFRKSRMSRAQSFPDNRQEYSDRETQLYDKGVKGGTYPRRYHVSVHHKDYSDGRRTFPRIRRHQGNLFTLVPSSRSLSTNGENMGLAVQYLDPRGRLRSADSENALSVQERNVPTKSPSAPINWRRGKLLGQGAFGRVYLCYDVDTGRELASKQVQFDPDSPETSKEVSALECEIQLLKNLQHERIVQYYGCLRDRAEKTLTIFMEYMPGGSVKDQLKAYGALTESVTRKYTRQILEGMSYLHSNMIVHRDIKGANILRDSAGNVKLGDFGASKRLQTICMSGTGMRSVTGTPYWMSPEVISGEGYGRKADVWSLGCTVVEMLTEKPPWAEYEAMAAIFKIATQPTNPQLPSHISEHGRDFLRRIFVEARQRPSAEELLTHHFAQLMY
# SUMO HTRF inh: inhibitors of in vitro SUMOylation cascade, primary screen, biochemical, HTRF, uHTS; HTRF SUMOylation assay, SAE1/SAE2 + UBC9; inhibition, % at 35 µM; SUMO-conjugating enzyme UBC9 (Homo sapiens), P63279; actives 0.36% (n = 290,000); in the data active = inhibition above about 50%, passing the limit was not always enough; also: strong numbers were not always called active
# Target sequence (P63279 whole entry, looked up): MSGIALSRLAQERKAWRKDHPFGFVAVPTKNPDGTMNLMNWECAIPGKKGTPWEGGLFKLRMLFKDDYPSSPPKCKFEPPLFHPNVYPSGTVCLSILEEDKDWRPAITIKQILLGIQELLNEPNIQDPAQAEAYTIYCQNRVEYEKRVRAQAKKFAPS
# The depositor's hits bear a star; x = no result given; & = joins results of further samples. These rows are one share of the data (hit frequency here may not be typical).
SMILES,GalR3 antagonist,MEKK2 WT-MEK5,CRFR2-BP ag,CRFR2-BP antag,NS3 helicase inh,MEKK2 mut-MEK5,DNA FID counter,MEKK3 PB1 HTS,SUMO HTRF inh
CC1CN(CCOc2ccc(Cl)c(Cl)c2)CC(C)O1 (stereo unspecified),2.7,110.0,0.9,-1.3,19.1,3.0,-1.6,107.0,4.8
CCc1nccn1S(=O)(=O)c1ccc2ccccc2c1,-2.8,106.0,-1.5,4.7,3.5,12.0,-8.0,107.0,-7.6
COC(=O)C1=C(CSc2nnnn2C)NC(=O)NC1c1cc(C)ccc1C (stereo unspecified),0.2,100.0,0.6,-26.2,5.7,-3.0,-6.8,96.0,11.9
Cc1cc(N2CCN(c3nc(-c4ccc([N+](=O)[O-])cc4)cs3)CC2)c2ccccc2n1,-4.2,120.0,-2.8,1.8,-2.5,1.0,0.7,124.0,10.8
COC(=O)C(Cc1cnc(Cl)s1)(C(=O)OC)c1ccc(C(F)(F)F)cc1[N+](=O)[O-],-4.2,106.0,-1.6,24.4,-3.9,5.0,-19.8,102.0,2.6
Cn1c(SCC(=O)Nc2sccc2C#N)nnc1-c1ccccc1,-2.0,102.0,1.1,7.7,8.3,3.0,-10.2,106.0,16.2
O=C(CSc1nnnn1-c1ccc2c(c1)OCCO2)N1CCc2ccccc21,-2.7,106.0,2.3,-2.9,-0.7,5.0,-0.7,107.0,-30.3
Cc1cccc(OCC(=O)NCC(=O)N/N=C/c2cc(Br)cc(Br)c2O)c1,6.6,98.0,6.6,-7.3,2.5,-5.0,-1.3,100.0,-26.8
Cc1ccc(-c2csc(Nc3ccc(S(N)(=O)=O)cc3)n2)o1,-7.4,100.0,1.1,22.3,2.0,8.0,2.1,103.0,-3.1
O=C(NCCc1c[nH]c2ccccc12)C(F)(F)C(F)F,-0.7,102.0,2.5,-30.3,5.5,2.0,1.2,100.0,-22.9
O=C(O)c1ccc(COc2ccccc2C=C2C(=O)c3ccccc3C2=O)cc1,-1.8,93.0,-0.9,81.0*,21.1,-2.0,-27.6,94.0,14.2
N#Cc1cccnc1Oc1ccccc1,-7.2,91.0,-0.5,5.9,-1.6,-11.0,-19.3,83.0,39.8
CC(=O)NC1(NC(C)=O)CCN(C)C(c2ccccc2)C1C (stereo unspecified),-2.7,88.0,0.7,-2.0,7.4,-10.0,-1.8,80.0,12.4
CN(CCO)S(=O)(=O)c1ccc2c(c1)C(=NNC(N)=O)c1cc(S(=O)(=O)N(C)CCO)ccc1-2,-1.8,103.0,0.2,85.1*,-0.7,-1.0,-25.2,95.0,32.3
Cn1nnnc1SCC1=C(C(=O)O)N2C(=O)[C@@H](NC(=O)[C@H](O)c3ccccc3)[C@H]2SC1,x,97.0,-3.0,16.2,27.9,3.0,-31.3,87.0,27.0
COc1ccc(/C=C2\SC(=S)N(CC(=O)OCC(=O)Nc3ccc(C)cc3Cl)C2=O)cc1,7.8,97.0,1.8,2.0,1.1,0.0,-0.8,103.0,5.9
N#Cc1ccc(-c2ccc(OCC(=O)NCCCN3CCCC3=O)cc2)cc1,0.9,98.0,-5.6,33.5,-3.5,-1.0,-3.5,106.0,15.0
COc1cc(/C=N/NC(=O)C(=O)Nc2ccccn2)ccc1O,-8.3,104.0,-1.6,-11.8,-12.6,0.0,-12.7,89.0,-13.0
O=C(Cn1ncc2c(=O)oc3ccccc3c21)N(Cc1ccco1)C1CCCCC1,x,111.0,-1.9,1.2,1.0,8.0,-2.5,104.0,8.3
COCCCNC(=O)CCc1c(C)nc2c(-c3ccc(F)cc3)c(C)nn2c1C,-1.3,94.0,-0.6,4.9,-13.2,-4.0,-30.2,97.0,20.4
Cc1noc(NS(=O)(=O)c2ccc(NC(=O)CC(C)C)cc2)c1C,-6.6,95.0,0.5,12.2,11.8,-4.0,3.1,93.0,-7.4
Cc1cccc(C)c1OCc1cc(C(=O)N2CCC[C@H]2C(N)=O)no1,-2.6,106.0,-0.6,13.8,-1.2,1.0,-17.4,102.0,13.9
O=c1[nH][nH]c2ccccc2c1=O,2.6,93.0,-1.8,-14.0,19.7,-6.0,1.8,93.0,8.4
COc1cccc(N2CCN(C(=S)Nc3ccccc3OC)CC2)c1,-10.6,102.0,-3.1,17.9,7.7,-1.0,-6.1,104.0,7.9
COc1ccccc1Nc1ncc(C(=O)N2CCC(C(N)=O)CC2)c2ccccc12,-4.0,90.0,0.0,8.2,-6.0,-5.0,-17.0,89.0,-3.4

# Pulled by compound from above (three):
SMILES,GalR3 antagonist,MEKK2 WT-MEK5,CRFR2-BP ag,CRFR2-BP antag,NS3 helicase inh,MEKK2 mut-MEK5,DNA FID counter,MEKK3 PB1 HTS,SUMO HTRF inh
Cn1nnnc1SCC1=C(C(=O)O)N2C(=O)[C@@H](NC(=O)[C@H](O)c3ccccc3)[C@H]2SC1,x,97.0,-3.0,16.2,27.9,3.0,-31.3,87.0,27.0
O=c1[nH][nH]c2ccccc2c1=O,2.6,93.0,-1.8,-14.0,19.7,-6.0,1.8,93.0,8.4
O=C(CSc1nnnn1-c1ccc2c(c1)OCCO2)N1CCc2ccccc21,-2.7,106.0,2.3,-2.9,-0.7,5.0,-0.7,107.0,-30.3

# Next results.
SMILES,GalR3 antagonist,MEKK2 WT-MEK5,CRFR2-BP ag,CRFR2-BP antag,NS3 helicase inh,MEKK2 mut-MEK5,DNA FID counter,MEKK3 PB1 HTS,SUMO HTRF inh
O=C(c1ccccc1Oc1ccccc1)N1CCN(c2ccc(F)cc2)CC1,x,106.0,-0.6,-7.9,-6.2,3.0,-32.4,109.0,18.6
COc1cccc(NC(=O)CSc2ccc(-c3sc(C)nc3C)nn2)c1,-4.7,101.0,-1.7,-12.2,-7.6,2.0,-23.9,100.0,11.2
O=c1onc(-c2c(F)cccc2F)n1-c1ccccc1Cl,-9.3,105.0,-0.8,-1.4,-5.8,5.0,-3.2,107.0,-6.5
N=C(c1ccc([N+](=O)[O-])cc1)N1CCCCCC1,-6.2,99.0,-0.7,-19.4,-1.6,1.0,3.9,99.0,3.4
Cc1ccc(CNC(=S)NCc2ccncc2)cc1,-1.9,100.0,-0.8,-7.6,2.0,-5.0,-1.9,98.0,-1.2
O=c1ccc(Cl)n[nH]1,-8.8,107.0,0.3,7.4,5.8,5.0,-3.3,116.0,12.0
CC(Nc1nc(-c2ccccc2O)nc2ccccc12)c1ccccc1 (stereo unspecified),-1.1,106.0,1.9,-13.4,-18.3,-2.0,5.4,97.0,10.8
O=C(c1ccc2c(c1)OCO2)N1CCCN(C(=O)c2ccc3c(c2)OCO3)CC1,-4.2,101.0,-2.5,-1.3,9.2,4.0,-8.9,106.0,22.6
Cc1oc(-c2ccc(-c3ccccc3)cc2)nc1CN(C)C1CCOC1 (stereo unspecified),-7.4,105.0,0.7,-22.9,-21.7,4.0,2.2,94.0,9.0
CC(=O)Nc1ccc(S(=O)(=O)N=S(C)C)cc1,5.8,88.0&97.0,0.2,-9.7,0.6&5.7,-16.0&5.0,-1.1&5.0,94.0&103.0,7.6&-18.3
O=C(OC(C(=O)NCc1cccs1)c1ccccc1Cl)c1ccco1 (stereo unspecified),-5.1,107.0,-1.5,-16.8,-3.1,1.0,-13.9,101.0,-0.4
CC(C)C(=O)Nc1ccccc1-c1nc2ccccc2[nH]c1=O,0.2,107.0,-1.1,22.3,-17.6,8.0,-6.2,101.0,11.0
Cc1cccc(C)c1OCc1nnc(SCC(=O)NCc2ccccc2)o1,-5.8,101.0,0.1,8.2,1.9,4.0,-31.3,103.0,2.9
COc1cc(C(=O)NCC(=O)N/N=C/c2cccnc2)cc(OC)c1OC,-9.2,102.0,0.2,-9.5,-34.5,1.0,-8.4,106.0,0.1
O=c1c2ccccc2nc(SCc2nc(-c3ccccc3)no2)n1-c1ccc(F)cc1,x,99.0,8.6,-12.3,9.8,3.0,3.9,106.0,13.5
Cc1nc(NC(=O)CSc2nc3ccccc3s2)sc1C(=O)N(C)C,0.0,96.0,0.9,11.4,0.8,-7.0,-42.9,97.0,-0.6
Oc1ccc(Oc2ccc3c(C(F)(F)F)cc(C(F)(F)F)nc3n2)cc1,-6.5,95.0,-2.2,8.1,-8.3,-4.0,-9.2,102.0,14.7
O=C(CNC(c1ccccc1)c1ccccc1)Nc1cc([N+](=O)[O-])ccc1Cl,-1.5,99.0,-1.7,35.0,2.9,-1.0,8.9,100.0,7.2
O=C(NC1CCCC1)c1ccc(CSc2nc3ccncc3n2Cc2ccc(F)cc2)cc1,x,100.0,5.3,-78.6,-10.8,2.0,-14.2,103.0,8.2
CC(=O)c1cccc(N2C(=NC(=O)C3CCCCC3)SC3CS(=O)(=O)CC32)c1 (stereo unspecified),2.8,97.0,0.8,0.8,4.6,7.0,-26.8,102.0,3.0
COc1ccc(N2CCN(C(=O)CCC(=O)N3Cc4ccccc4Oc4ncccc43)CC2)cc1,-1.3,92.0,0.9,-1.6,22.5,-8.0,-53.7,95.0,-10.4
Nc1c2c(nc3sc4c(c13)CCCCC4)CCCCC2,-2.6,111.0,4.3,-14.0,-3.3,1.0,-2.2,139.0*,2.8
c1ccc2c(C[n+]3csc4ccccc43)cccc2c1,-4.9,x,0.0,-32.5,4.7,x,-4.5,x,-38.5
O=C1NC(=O)/C(=C/c2cc3c(cc2Br)OCO3)S1,-8.2,106.0,-0.6,12.5,8.3,20.0,-8.2,109.0,6.9
CC(C)c1ccc(NC(=O)NN2CCOCC2)cc1,-5.2,101.0,0.3,-8.3,0.3,-1.0,-6.2,101.0,-6.5
CCOCCCNC(=O)C(NC(=O)CNC(=O)c1ccccc1)c1ccccc1 (stereo unspecified),0.8,89.0,-0.9,4.7,0.9,-6.0,-3.5,85.0,8.3
CCOC(=O)c1ccc2c(c1)nc(SC/C(O)=C(\C#N)c1nc3ccccc3[nH]1)n2CC,1.9,101.0,1.4,9.2,4.7,0.0,-7.2,100.0,7.0
CCC(CC)C(=O)c1c[nH]c(C(=O)NCCCN2CCOCC2)c1,-7.3,x,13.1,-58.8,-11.0,x,5.9,x,6.6
CCc1nc(N2CCCCC2C)c2oc3ccccc3c2n1 (stereo unspecified),-11.9,108.0,2.4,-93.8,-8.5,3.0,-5.7,103.0,-3.5
COc1ccc(NC(=O)CS(=O)CC(=O)Nc2ccc(NC(C)=O)cc2)cc1 (stereo unspecified),-5.8,96.0,1.3,2.8,13.0,-5.0,-1.5,96.0,3.1

# As a working copy, 4 of the compounds above.
SMILES,GalR3 antagonist,MEKK2 WT-MEK5,CRFR2-BP ag,CRFR2-BP antag,NS3 helicase inh,MEKK2 mut-MEK5,DNA FID counter,MEKK3 PB1 HTS,SUMO HTRF inh
O=C(c1ccccc1Oc1ccccc1)N1CCN(c2ccc(F)cc2)CC1,x,106.0,-0.6,-7.9,-6.2,3.0,-32.4,109.0,18.6
COc1cccc(NC(=O)CSc2ccc(-c3sc(C)nc3C)nn2)c1,-4.7,101.0,-1.7,-12.2,-7.6,2.0,-23.9,100.0,11.2
O=c1onc(-c2c(F)cccc2F)n1-c1ccccc1Cl,-9.3,105.0,-0.8,-1.4,-5.8,5.0,-3.2,107.0,-6.5
N=C(c1ccc([N+](=O)[O-])cc1)N1CCCCCC1,-6.2,99.0,-0.7,-19.4,-1.6,1.0,3.9,99.0,3.4
